# Sm TGR block: inhibitors of Schistosoma mansoni thioredoxin glutathione reductase; AID 485364; Q962Y6; purified TGR, DTNB reduction, TNB absorbance 405 nm; Potency, µM (titrated, usually from 114 µM), for the others: at the top dose activity change, negative = inhibition, usual class: inhibitors; 360,000 compounds, 3% hits; also: potency is read from the fitted curve at half-maximal effect; % is scaled to controls: 0 for no effect and ±100 for the full control effect; nearly all actives have a fitted effect of over 60% in size
#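 First, TGR (20 nM dispensed) and NADPH were mixed with compound. Second, a 15 min room-temperature incubation followed. Third, further NADPH and then DTNB were added to start the reaction. Finally, TNB absorbance was monitored kinetically.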
# Pf growth 48h: inhibits P. falciparum growth in the first generation, 48 h. Potency, µM (highest dose often 28.7 µM), without a hit: at the highest dose activity change, negative = inhibition, most hits filed as inhibitors. 310,000 compounds, 5.9% hits. P. falciparum luciferase growth in erythrocytes, 48 h; also: potency is read from the fitted curve at half-maximal effect; % is scaled to controls: 0 for no effect and ±100 for the full control effect
#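 Parasite viability was followed by luminescence of a genomically integrated firefly luciferase. Cultures held 0.1% parasitemia at 2% hematocrit (final), incubated under 5% CO2 at 37 C.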
# Pf growth 96h: P. falciparum growth inhibition at 96 hours; P. falciparum luciferase reporter growth, 96 h; Potency, µM (top dose mostly 28.7 µM), inactives show at the highest dose activity change, negative = inhibition, usual class: inhibitors; 320,000 compounds, 6.9% hits; AID 504834; also: potency is read from the fitted curve at half-maximal effect; % is scaled to controls: 0 for no effect and ±100 for the full control effect
#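 Two parasite generations (96 h, 37 C, 5% CO2) of compound exposure in infected erythrocytes (0.05% parasitemia, 2% hematocrit). Luciferase-reporter P. falciparum; decreased luminescence indicates inhibited growth, aimed at apicoplast-acting delayed death.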
# CHX counter: counter-screen hit for Shiga toxin inhibitors, cycloheximide; cell reporter, cycloheximide protein synthesis inhibition counterscreen; max response, %; 300,000 compounds, 12% hits; AID 2314; in the data active = max response mostly above about 13%, no sharp cut-off; inactive = mostly below about 14%; also: read at 38.3 µM for the half of the compounds with a filed dose; 0% is about no effect
# Giardia FBPA inh: inhibitors of Giardia lamblia fructose-1,6-bisphosphate aldolase; purified Giardia FBPA; Potency, µM (titrated, usually from 59.6 µM), inactives show at the top dose activity, negative = inhibition, usual class: inhibitors; 290,000 compounds, 0.71% hits; also: potency is read from the fitted curve at half-maximal effect; % is scaled to controls: 0 for no effect and ±100 for the full control effect; nearly all actives have a fitted effect of over 55% in size
# Target sequence (A8B2U2 whole entry, looked up): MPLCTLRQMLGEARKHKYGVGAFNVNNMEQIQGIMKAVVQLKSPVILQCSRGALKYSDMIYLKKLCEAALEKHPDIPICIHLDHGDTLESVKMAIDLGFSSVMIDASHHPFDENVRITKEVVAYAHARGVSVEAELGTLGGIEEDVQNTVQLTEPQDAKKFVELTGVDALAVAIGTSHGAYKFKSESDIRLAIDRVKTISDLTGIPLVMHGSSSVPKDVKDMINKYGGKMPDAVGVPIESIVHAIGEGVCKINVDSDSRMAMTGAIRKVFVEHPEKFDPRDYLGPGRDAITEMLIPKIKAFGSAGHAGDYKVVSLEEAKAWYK
#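 Giardia FBPA (40 nM reagent) was preincubated 10 min at RT with compound (up to 57.5 uM final), then substrate plus GAPDH/TPI/NAD/arsenate coupling system with diaphorase/resazurin was added; resorufin fluorescence (525/598 nm) was read after 20 min.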
# Shiga inhibitor: Shiga toxin inhibition; 290,000 compounds, 9.2% hits; AID 2315; inhibition, % at 38.7 µM; Vero cells, Shiga toxin protein synthesis inhibition reporter; in the data active = inhibition mostly above about 28%, no sharp cut-off; inactive = mostly below about 43%; also: 0% is about no effect
# An asterisk follows results filed as active; ? = inconclusive; nt = not tested or not shown; & = joins results of further samples; [ ] = remark or other dose. Unless noted, calls follow the shape of the dose curve; as a rule, active = well fitted curve in the direction sought with a large enough effect; inconclusive = small, poorly fitted or top-dose-only effect, or another doubt; inactive = no such curve, though single readings can be large; an effect the other way counts as inactive or inconclusive.
structure	Shiga inhibitor	Pf growth 96h	Pf growth 48h	Sm TGR block	Giardia FBPA inh	CHX counter
O=C(CN1CCN(S(=O)(=O)c2ccc(Br)cc2)CC1)N/N=C/c1ccc(Cl)c([N+](=O)[O-])c1	-9.8	-3.4%	-12.7%	6.2%	5.6%	4.8
Cc1cccc(CNc2ncnc3ccc(-c4ccccc4Cl)cc23)c1	nt	1.47µM*	5.22µM*	-12.0%&-2.4%	nt	nt
CCn1cc(/C=C/C(=O)NCc2c(C)nn(C)c2C)cn1	8.1	7.9%	18.3%	15.7%	-8.7%	0.8
O=C(CCCN1C(=O)C2C3C=CC(C3)C2C1=O)N1CCN(c2ccccc2)CC1 (configuration not stated)	-2.0	-1.2%	11.4%	-11.9%	9.2%	-1.6
Cc1cccc(OCCC(=O)Nc2ccccc2C(N)=O)c1	5.4	34.7%[activator]	40.9%[activator]	-5.7%	10.4%	12.6
O=C(CSC1CS(=O)(=O)c2cc([N+](=O)[O-])ccc21)NNC(=O)c1ccc(Cl)cc1 (configuration not stated)	-19.2	?	-14.9%	15.8µM*	6.6%	1.4
C=CCN1C(=O)[C@@H]2Cc3c([nH]c4ccccc34)C(c3ccc(O)cc3)N2C1=S (some centres not stated)	1.1	0.0%	-2.5%[0.00184 µM]	?	-7.3%	-2.4
Cc1ccc(-c2noc(C3CCCN(C(=O)c4ccccc4)C3)n2)o1 (configuration not stated)	59.3*	-1.1%[5.75 µM]	165.6%[activator]	56.2µM*	0.3%	41.2*
CCN(CC)CCn1c2c(c(SCC(=O)Nc3cccc4ccccc34)nc1=O)CCC2	nt	?	?	-26.5%	nt	nt
O=C(COC(=O)Cc1ccc(F)cc1)NC1CCCCCC1	nt	0.5%	38.0%[activator]	-1.5%	nt	nt
COC(=O)c1ccc(COC(=O)c2cc3ccccc3oc2=O)cc1	23.7	?	9.9%	0.0%	-6.3%	11.4*
CCc1c(C)nc(N)nc1N1N=C1SCC#N	-15.4	-8.0%	nt	-5.6%	-2.8%	-7.6
NC(=S)N=Nc1c(O)n(Cc2ccc(Br)cc2)c2ccccc12	-7.1	39.5%[activator]	?	0.6%	5.2%	0.9
CC1(C(=O)O)CCC(C(N)=O)C1(C)C (configuration not stated)	-13.4	27.5%	11.3%	-4.0%	1.2%	-3.5
CCN1CCN(c2ccc(S(=O)(=O)N3CCCCC3)cc2NC(=O)/C=C/c2ccc(F)cc2)CC1	nt	?	10.4µM*	-2.5%	nt	nt
NC(=O)c1ncc(C(F)(F)F)cc1Oc1cccc(F)c1	-19.2	-14.8%	nt	-1.5%	2.0%	-7.8
CCc1ccccc1NC(=O)COC(=O)c1cccs1	-5.0	2.1%	10.6%	1.1%	-13.6%	-2.4
CCOC(=O)N1CCN(S(=O)(=O)c2ccc(OCC(=O)OC)c(Cl)c2)CC1	-13.1	28.0%	9.5%	-12.9%	12.0%	-4.9
CC12CCC(C(=O)N(CC(=O)O)C1=O)C2(C)C (configuration not stated)	-6.4	14.0%	18.4%	7.3%	-0.2%	0.7
CCC(C)NC(=O)CN(c1cc(Cl)ccc1OC)S(C)(=O)=O (configuration not stated)	-3.5	26.4%	12.1%	0.0%	2.2%	3.4
CC(=O)c1ccc(N2CCN(CC(=O)N(C3CC3)C3CCS(=O)(=O)C3)CC2)c(F)c1 (configuration not stated)	nt	-21.4%	-5.0%	-30.0%	nt	nt
O=c1[nH]c(=S)[nH]cc1Oc1ccc(Cl)cc1Cl	-6.3	22.1%	-14.3%	0.2%	5.7%	-3.6
COCCC(=O)Nc1ccc2c(c1)CN(C(=O)CSC)CC2	30.9	56.5%[activator]	49.9%[activator]	-20.2%	-0.5%	6.8
CC(C)Cc1nnc(NC(=O)CCC(=O)NC2CCCc3ccccc32)s1 (configuration not stated)	14.0	-17.0%	-3.9%	2.0%	-3.6%	5.2
CC/C(=N\NC(=O)CSCc1ccccc1Cl)c1ccc2c(c1)OCCO2	-10.3	?	8.4%	6.8%	3.3%	2.5
COc1ccc(S(=O)(=O)CCC(=O)N2CCN(c3ccc([N+](=O)[O-])cc3)CC2)cc1	-4.0	15.2%	?	-11.0%	-3.2%	2.6
O=C(NCCc1ccc(Cl)cc1)C1CCC(CNc2nc(=S)[nH]c3ccccc23)CC1 (configuration not stated)	-7.3	-0.6%	?	-0.3%	3.9%	5.1
CCOC(=O)c1c(NC(=O)C2C3C=CC(C3)C2C(=O)O)sc2c1CCCC2 (configuration not stated)	-3.5	9.7%	4.7%	nt	24.4%	-2.8
O=C(c1ccc2c(c1)OCO2)N1CCN(c2ncccn2)CC1	15.7	30.3%[activator]	7.9%	-8.1%	-0.5%	-2.6
COc1ccc(CSCCNC(=S)Nc2ccccc2)cc1Cl	27.7	49.2%[activator]	?	11.9%	-5.2%	-2.3
COCc1cc(=O)n2[nH]c(N)nc2n1	2.6	?	10.4µM*	-18.0%	?	-1.9
Cc1csc2ncc(C(=O)Nc3ccccc3Cl)c(=O)n12	16.1	47.9%[activator]	85.5%[activator]	25.1%	-1.2%	-2.3
CCn1c(SCC(=O)N/N=C/c2ccccc2OCC(=O)O)nnc1-c1ccccc1	-6.4	3.9%	?	0.3%	0.4%	-0.5
O=C(Cc1n[nH]c(=O)c2ccccc12)NCc1ccccn1	26.5	nt	28.2%	0.9%	-6.0%	2.4
COC(=O)NC1(C(=O)O)CCCC1	-5.8	0.8%	13.0%	1.9%	3.8%	-2.9
CCc1ccc2oc(C(=O)NCc3ccncc3)c(C)c2c1	50.3*	?	25.4%	-6.2%	6.7%	21.9*
CC(C)C(OC(=O)CCC(=O)Nc1nccs1)C(=O)NC1CCCCC1 (configuration not stated)	21.0	35.8%[activator]	-6.8%	3.8%	3.4%	-0.4
CCC(Sc1nc2cc3c(cc2c(=O)n1Cc1ccco1)OCO3)C(=O)NCCOC (configuration not stated)	-23.1	0.0%	?	0.0%	6.8%	-1.7
NC(=O)C1(N2CCCCC2)CCN(C(=O)c2cccs2)CC1	-3.6	-50.6%	nt	5.2%	7.1%	-4.7
CC(C)CN1CCC(=O)N([C@H](CN=[N+]=[N-])Cc2ccccc2)CC1	5.6	-27.2%	-9.1%	3.2%	6.0%	-1.8
Cc1ccc2c3c([nH]c2c1C)-c1nonc1CC3	43.9*	-31.0%	244.7%[activator]	-22.1%	-11.6%	20.1*
CCOC(=O)c1c(C)[nH]c(C)c1S(=O)(=O)N(C)CC(=O)Nc1cccc(F)c1	16.8	30.8%	9.2%	-0.2%	-0.1%	-4.2
O=[N+]([O-])c1ccccc1S(=O)(=O)NC1CCCCCCC1	-2.4	?	-7.0%	-25.8%	10.0%	-2.4
CCNC(=S)NNC(=O)c1ccc(=O)n(Cc2ccccc2)c1	5.6	-3.5%	-28.8%	2.3%	-10.0%	3.8
O=c1cc(-c2ccccc2)[nH]c2cc(F)ccc12	-15.3	?	?	-12.5%	-8.9%	-3.1
COc1ccc(N2CCN(C(=O)CNS(=O)(=O)c3ccc(C)cc3)CC2)cc1	22.4	85.5%[activator]	-5.7%	-8.3%	-4.0%	-7.3
COCCNC(=S)N1CCN(C(=O)C(=O)Nc2ccc(C(=O)OC)cc2)CC1	-9.2	0.0%	-6.5%	-3.8%	-3.8%	-1.8
O=C1C=C(c2ccc(C(=O)O)cc2)C[C@@H](c2ccc3c(c2)OCO3)C1	nt	88.0%[activator]	30.4%[activator]	-16.5%	nt	nt
Cc1ccc(CNS(=O)(=O)c2cc(F)ccc2CN2C(=O)c3cccnc3C2=O)o1	15.8	?	26.4%	25.1µM*	2.7%	2.8
Cc1ccc(S(=O)(=O)NC(C)(C)CN2CCc3ccccc3C2)cc1	-18.2	3.7%	-1.8%	-3.7%	?	-3.9

# (next part)
structure	Shiga inhibitor	Pf growth 96h	Pf growth 48h	Sm TGR block	Giardia FBPA inh	CHX counter
Cc1ccc(CNS(=O)(=O)c2ccc(C(C)(C)C)cc2)n1C	-2.7	nt	-15.0%	?	-2.0%	-2.0
COc1ccc([N+](=O)[O-])cc1NC(=O)C(C)OC(=O)C1CCCC1 (configuration not stated)	-23.9	?	?	-7.9%	nt	-2.9
COc1ccc(NC(=O)Cn2c3ccccc3c3nc4n(c(=O)c32)CCS4)cc1OC	-6.4	?	?	7.1%	nt	-4.0
c1cc2c(cc1CN1CCNCC1)OCO2	14.9	10.9%	16.1%	?	4.4%	5.7
CCn1c(Cc2ccccc2)nnc1SCC(=O)Nc1nc2ccccc2s1	-9.4	42.9%[activator]	1.0%	2.8%	-0.1%	-2.9
CCOC(=O)c1cc[nH]c1CC(=O)NC	1.6	36.7%[activator]	91.6%[activator]	-5.8%	-8.3%	-2.7
O=C(NCc1ccco1)c1cnccn1	11.6	-18.9%	nt	?	-16.8%	4.6
CCOC(=O)c1cc(-c2ccc(N3CCOCC3)cc2)nn1-c1ccc(F)cc1F	-13.6	11.7µM*	11.7µM*	-6.0%	-4.1%	-1.4
COc1ccc(C(=O)n2c(SC)nc3cc4c(cc32)OCCO4)cc1	52.3*	-2.2%	42.8%[activator]	14.1%	0.0%	49.3*
COc1ccccc1OCC(=O)Nc1c2c(nn1-c1ccccc1)CS(=O)(=O)C2	9.8	2.5%	4.1%	-21.2%	nt	8.2
COCCn1c(SCC(=O)Nc2ccc(N3CCOCC3)cc2)nc2ccccc21	-13.0	?	-4.2%	-17.5%	1.1%	-6.3
O=C1N(Cc2cccnc2)C[C@@H]2C[C@@H](c3ccc4nsnc4c3)N3CCC[C@@]123	-2.4	?	?	-32.4%	-10.3%	-1.2
COc1ccc([C@H]2CC(=O)C=C(c3ccc4c(c3)sc3ccccc34)C2)cc1	nt	?	?	-6.7%	nt	nt
COc1cccc(Oc2cn[nH]c2-c2ccc(O)cc2O)c1	-4.4	18.5%	5.22µM*	1.2%	?	-1.5
Cc1csc(NC(=O)CNC(=O)OCc2ccccc2)n1	30.4	nt	12.0%	-6.5%	7.1%	-2.7
COc1ccnc(CSC(N)=Nc2ccccc2OC)c1	91.3*	?	40.0%[activator]	-34.1%	?	75.5*
CCCOC(=S)Nc1ccccc1	2.8	?	nt	-19.8%	0.1%	13.7
Cc1ccc(C(O)(CNCc2ccccc2)c2ccccc2)cc1 (configuration not stated)	-1.2	?	?	12.1%	1.6%	4.1
C=CCOc1cccc(/C=N/NC(=O)C(=O)NCc2ccco2)c1	-3.1	0.0%	52.2%[activator]	3.5%	nt	-1.8
Cc1ccc(CNc2ccc([N+](=O)[O-])cc2C(N)=O)cc1	nt	27.3%	63.8%[activator]	-11.2%	nt	nt
O=c1c2c(C(F)(F)F)cc(C(F)(F)F)nc2[nH]n1-c1ccccc1	-24.5	nt	12.3%	-13.6%	-0.4%	1.5
O=C(NCc1ccco1)c1cnn2c(C(F)F)cc(-c3ccccc3)nc12	-22.4	nt	-12.5%	0.6%	7.1%	-4.0
O=C(Nc1ccc(F)cc1)c1ccc2snnc2c1	51.9*	22.5%	81.1%[activator]	0.5%	-2.7%	29.1*
Cc1noc(C)c1S(=O)(=O)Nc1ccc(C(=O)N2CCC(C)CC2)cc1	-13.0	16.4%	-16.5%	-6.8%	18.9%	-0.4
